Assay outcomes deposited in PubChem BioAssay by Fisher Drug Discovery Resource Center.
mcGAS MS inh: blocks mouse cGAS cGAMP production; recombinant mouse cGAS, cGAMP by RapidFire MS; inhibition, % at 12.5 µM; 130,000 compounds, 0.18% hits;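 active means inhibition of cGAS enzyme activity at or above 60%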;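 further: enzyme stimulated by 45 bp dsDNA with ATP and GTP substrates; cGAMP share of summed cGAMP plus half ATP and half GTP signals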
Target sequence (Q8C6L5 whole entry, looked up): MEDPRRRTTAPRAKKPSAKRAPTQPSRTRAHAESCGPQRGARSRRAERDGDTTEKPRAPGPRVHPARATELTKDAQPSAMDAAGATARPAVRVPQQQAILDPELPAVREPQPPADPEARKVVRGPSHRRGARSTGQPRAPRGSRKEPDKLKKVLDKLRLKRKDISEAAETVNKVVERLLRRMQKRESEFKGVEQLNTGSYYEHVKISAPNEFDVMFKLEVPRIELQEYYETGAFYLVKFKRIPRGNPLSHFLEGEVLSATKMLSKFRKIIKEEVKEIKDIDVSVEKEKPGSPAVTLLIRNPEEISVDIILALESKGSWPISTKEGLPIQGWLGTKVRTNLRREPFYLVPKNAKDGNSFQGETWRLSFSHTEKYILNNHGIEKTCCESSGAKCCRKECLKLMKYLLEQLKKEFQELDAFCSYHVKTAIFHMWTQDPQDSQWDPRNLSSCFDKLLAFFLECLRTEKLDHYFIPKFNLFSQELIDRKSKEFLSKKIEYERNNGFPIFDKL
An asterisk follows results filed as active. The list is partial; rates above refer to the full screens.

SMILES	mcGAS MS inh
CCOC(=O)CSc1ccc(NC(=O)c2cccc(F)c2)nn1	3.8
COc1ccc(C(C2Sc3nc(C)nn3C2=O)N2CC(C)OC(C)C2)cc1OC (configuration not stated)	-10.1
COc1ccc(C(=O)NC(=S)N(C)C2CCCCC2)cc1I	-9.2
CC(C)Nc1ccnc(N2CCC(n3cc(-c4ccsc4)nn3)CC2)n1	-29.2
Cc1ccc2nc(C3CCCN(C(=O)C4CC5CCC4O5)C3)[nH]c2c1 (configuration not stated)	1.4
CCCN(CC1CC1)C(=O)COC(=O)C(C#N)=Cc1cc(C)n(CCC(C)C)c1C	-6.1
CC(C)N(CCC(N)=O)C(=O)c1cc(C(F)(F)F)[nH]n1	-7.8
O=C(NCC1(c2ccccc2F)CCCC1)C1CC2(CCNCC2)CN1 (configuration not stated)	-15.5
CC(=O)Nc1ccc(OCC(=O)N2c3ccccc3CC2C)cc1 (configuration not stated)	-16.3
COC(=O)c1noc(C(=O)OC)c1O	2.5
Nc1cc(-c2cccs2)nn1C1CCS(=O)(=O)C1 (configuration not stated)	-17.6
CCC(=O)C1=C(c2ccc3c(c2)CCCC3)N(C(=O)CC)n2cnnc2S1	-3.5
COCc1c(C(=O)N2CCCC3(CN(C)C(=O)O3)C2)noc1C (configuration not stated)	-6.7
COc1ccc(C)cc1NC(C)C(=O)Nc1sc2c(c1C#N)CCCCC2 (configuration not stated)	-8.3
Cc1n(CC(O)COCC2CC=CCC2)c2ccccc2[n+]1C (configuration not stated)	-27.1
O=C(CSc1nc2cc(F)c(F)cc2[nH]1)N1CCC(c2ccccc2)=N1	-10.6
CC(C)c1cc(CN(C)C(=O)c2cc(Cn3cnc4ccccc43)[nH]n2)on1	-6.3
CC(=O)c1cc(C(=O)N(CC2CCN(C3CCCC3)CC2)CC2CCCO2)cs1 (configuration not stated)	-15.4
O=P1(NCc2cccnc2)C=C(c2ccccc2)SC(c2ccccc2)=C1	0.8
C=CCOc1ccc(Br)cc1CNC(C)(C)CO	-8.6
CCCn1c(N)c(-c2csc(-c3cccc(C)c3)n2)c(=O)n(C)c1=O	-7.3
O=C(c1ccccc1)[C@@H]1[C@@H]2CC[C@@H](C2)[C@@H]1C(=O)O	-2.3
CCCn1nc(C)c(CNC(=O)C2CCN(C(C)=O)CC2)c1C	-2.0
CCOC(=O)Oc1ccc2c(C)c(CC(C)OC(=O)OCC)c(=O)oc2c1 (configuration not stated)	-9.3
OC(c1ccccc1)(c1ccccc1)C1CCN(Cc2ncc[nH]2)CC1	-30.1
COc1ccc(OC)c(S(=O)(=O)NC(=O)C2(C)CCN2C(=O)C2CCCCC2)c1 (configuration not stated)	-3.1
CC1N(C)c2ccc(C=Cc3sc4ccccc4[n+]3C)cc2C1(C)C (configuration not stated)	-0.1
COc1ccccc1C(=O)Nc1ccc2c(c1)CN(Cc1csc(C(C)=O)c1)CC2	-2.2
CC1=CC[C@@H]2CN(C(=O)Cc3ccc(-n4nnnc4C)cc3)C[C@@H]2C1	9.1
C=CC[C@@H]1CC=C[C@@H](C)N1C(=O)c1cn(Cc2ccccc2Cl)nn1	9.9
Cc1ccccc1-c1nc(CN2CCN(c3ccccc3)C(=O)C2)c(C)o1	-5.9
CCNC(=O)c1cccc(NC(=O)CN2CCC3CCCCC3C2)c1 (configuration not stated)	-6.5
COCc1nc(CN2CCC(N(C)Cc3ncc(C)o3)C2)cs1 (configuration not stated)	-11.1
Cc1ccc(C)c(S(=O)(=O)N2CCCC2CNC(=O)C(=O)NCc2ccccc2)c1 (configuration not stated)	2.8
Cc1nn(CC(=O)NC(C)c2cccc3ccccc23)c(=O)c(C#N)c1C (configuration not stated)	0.6
O=C(Cc1ccc(OC(F)(F)F)cc1)NCC1(O)CCOCC1	3.9
CCC(C(=O)N1C[C@@H]2[C@H](C1)[C@H]1CC[C@@H]2O1)n1cccn1 (some centres not stated)	-15.1
Cc1ccc2c(c1)C1(NCCS1)C(=O)N2Cc1ccccc1 (configuration not stated)	-11.4
O=c1n(Cc2noc(C3CC3)n2)nc(C2CCNCC2)n1-c1ccccc1	-9.7
Cc1ccc(C(=O)Nc2cc(C#N)c3sc4ccccc4n3c2=O)cc1	0.3
CCC(CC)n1nc(C)cc1NC(=O)CN1C(=O)COc2ccc(C)cc21	-10.7
CC1(c2ccc(Br)cc2)NC(=O)N(CN2CCc3sccc3C2)C1=O (configuration not stated)	-25.7
CCOc1ccc(/C=C2\N=C(C3CCCCC3)OC2=O)c(O)c1	-4.5
O=S(=O)(c1ccc(Cl)cc1)N1CCSC1c1ccco1 (configuration not stated)	-28.1
COCCn1c(=O)c2c(nc3n2CCCN3c2ccc(OC)cc2OC)n(C)c1=O	-3.9
CCS(=O)(=O)c1ncc(CN2CCSCC2)n1CCCc1ccccc1	9.3
NC(=O)C1(c2nc(CCc3ccccc3)nn2-c2ccccn2)CC1	-18.8
O=C1O[C@H](C(O)CO)C(O)=C1O (some centres not stated)	5.0
CCCn1c(SCc2ccc(OC)c(F)c2)nc(O)cc1=O	-0.1
COc1ccc(C(=O)NC2CC2)c(OC2CCN(Cc3cnc(N(C)C)s3)CC2)c1	-5.6
Cc1cc(C(=O)OC(C)C(=O)NC(C)(C)C)c(C)n1Cc1ccco1 (configuration not stated)	-16.8
COc1c(F)cc(CC(=O)O)cc1S(N)(=O)=O	-8.6
CN1CCCn2nc(C(=O)N(C)CCC(O)c3ccccc3)cc2C1 (configuration not stated)	-16.7
CC1(C(=O)Nc2ccncc2)CCN1Cc1c(F)cccc1F (configuration not stated)	-9.1
CC(=O)Nc1ccc(CN2C(=O)C(C)ON=C2c2cccc(Cl)c2)cc1 (configuration not stated)	8.2
C/C=C(\C)C(=O)O[C@@H]1c2c(ccc3ccc(=O)oc23)OC(C)(C)[C@@H]1OC(C)=O	-10.9
O=C(Nc1cccc(Oc2cnccn2)c1)C1CCCC1	-20.7
COc1ccc(-c2ccc(C)nc2N)c(OC)c1	-23.6
Cc1ccc(CN2CC(C(=O)NCCN3C(=O)SC(=Cc4cccs4)C3=O)CC2=O)cc1 (configuration not stated)	-5.0
O=S(=O)(Nc1ccc(Oc2ccccc2)nc1)c1ccccc1	-31.1

Later entries:
SMILES	mcGAS MS inh
CC(C)CCn1c(=O)n(CCC(=O)N2CCCC2)c2cc(C(=O)O)ccc21	-27.0
Cc1ccc(N=Nc2c(C)[nH]n(-c3ccccc3)c2=O)cc1[N+](=O)[O-]	5.6
Cc1cc(C)c(NC(=O)CSc2nc3[nH]ncc3c(=O)[nH]2)c(C)c1	0.5
CC(=O)C1=C(c2cccc([N+](=O)[O-])c2)N(C(C)=O)n2c(nnc2C2CCCCC2)S1	2.0
O=c1c2cnc3nc(-c4ccccc4)nn3c2ccn1CCc1cccs1	3.4
Cc1ccc2nc(C)cc(C(=O)O)c2c1	-2.1
NC(=O)CN(Cc1nc2ccccc2s1)C1CCCC1	5.7
Cc1ccccc1CCNC(c1cccc(C#N)c1)P(=O)(O)O (configuration not stated)	-5.2
CCSCC(C)N(C)C(=O)c1ccc2[nH]c(=S)oc2c1 (configuration not stated)	-6.5
CC(C)C(C(=O)N1CCC(C(N)=O)C1)c1ccc(Cl)cc1 (configuration not stated)	-5.3
COc1ccc(-c2nc(C=CC(=O)N3CCN(C(C)=O)CC3)cs2)cc1	2.2
COC(=O)c1cn(CC(=O)NC(C)C(C)(C)C)nn1 (configuration not stated)	-5.9
CN(Cc1nc(-c2ccccc2)no1)C(=O)C1CC2(CCNCC2)CN1 (configuration not stated)	-8.5
CC(C)(C)c1ccc(N=Nc2c(O)[nH]c3ccccc23)cc1	8.9
CCc1cc2c(=O)n(NC(=O)C3CCN(S(=O)(=O)c4ccc(F)cc4)CC3)cnc2s1	-8.5
Cc1nccc(C(=O)N2CCC(C)N(C(=O)OC(C)(C)C)c3ccccc32)n1 (configuration not stated)	-6.7
N#CC1C(=O)NC(N2CCN(c3ccccn3)CC2)=NC12CCCC2 (configuration not stated)	-14.0
O=C(Nc1cc(-c2cccc3c2OCCO3)no1)N(Cc1ccccn1)C1CC1	4.0
CCCC(C(=O)O)N1C(=O)C2C3C=CC(C3)C2C1=O (configuration not stated)	-9.3
CN(C(=O)c1ccncc1F)c1cccnc1N1CCCC1	-11.9
CCCCn1nnnc1CN(C)c1ccc(C)cc1C	-7.6
Nc1nc(-c2ccccc2)cn1N=Cc1ccccc1	-3.8
COc1ccc(F)c(CN2CCCC3(CCN(C(=O)CCn4cccn4)C3)C2)c1 (configuration not stated)	-5.7
O=C(ON=Cc1ccccc1)C1CCN(S(=O)(=O)c2ccc(Cl)cc2)CC1	2.6
CC(C)C1CN(C(=O)c2ccncc2)CCCN1CC1CC1 (configuration not stated)	-10.9
COc1ccc(C2=NOC3C(O)[C@@H]4OCC(O4)[C@@H]23)cc1 (some centres not stated)	-9.2
Cc1cnc(C(=O)N2CC[C@@H]3CC[C@H](C2)N3C)cn1	-9.7
COc1cc(-c2nc(Cn3ccnc3C(C)C)c(C)o2)cc2c1OCO2	-5.4
C=CCNC(=O)c1cc(-c2ccccc2)nc2ccccc12	-1.3
COc1ccc(S(=O)(=O)N(C)C)cc1Br	-2.4
Cc1ccc(C)c(S(=O)(=O)N2CCN(C(=O)CSc3nnnn3C3CCCC3)CC2)c1	-3.4
CN1/C(=C/C(=O)CSc2nc(N)cc(=O)[nH]2)C(C)(C)c2ccccc21	14.7
O=C(Nc1ccc2c(c1)OC1(CCCC1)O2)C1=CN2CCS(=O)(=O)N=C2C=C1	-4.2
Fc1ccc(-c2[nH]ncc2CNC2COc3ccccc3C2)cc1 (configuration not stated)	-2.6
Cc1ncsc1CCC(=O)N1CCC2(CCNCC2)CC1	-1.6
OC1(c2ccco2)CSC(=Nc2cccnc2)N1C1CC1 (configuration not stated)	-4.1
CCc1nnc(NS(=O)(=O)c2ccccc2F)s1	7.3
O=C(C1=Cc2ccccc2OC1)N1CCCC(c2ccn[nH]2)C1 (configuration not stated)	1.0
O=C(NCCCO)c1c(O)c2ccccc2[nH]c1=O	-4.0
COc1cccc(-c2nnn(CC(=O)N3CCOCC3)n2)c1	-3.3

The final 2 compounds of the part before lead into the next:
SMILES	mcGAS MS inh
O=C(NCCCO)c1c(O)c2ccccc2[nH]c1=O	-4.0
COc1cccc(-c2nnn(CC(=O)N3CCOCC3)n2)c1	-3.3
CN1CCC(CNS(=O)(=O)Cc2ccc(Cl)cc2)CC1	-6.6
COc1cccc(OC)c1C(=O)Nc1c(C)nc2cc(C)ccn2c1=O	8.1
OC(Cn1cncn1)(c1ccccc1)c1ccncc1 (configuration not stated)	-0.7
Cc1nnc(CN(C)Cc2nc(-c3cccc(Oc4ccccc4)c3)oc2C)o1	-0.7
c1ccc(Cc2noc(-c3ccc(NCCc4cscn4)nc3)n2)cc1	-8.6
C1=CC[C@H]2CN(c3ncnc4nc[nH]c34)C[C@H]2C1	-28.8
CS(=O)(=O)N1CCCC(C(=O)Nc2ccccc2N2CCc3sccc3C2)C1 (configuration not stated)	2.4
COc1ccc(CN(C)C(=O)C2CCC(=O)N(CCN3CCOCC3)C2)c2cccnc12 (configuration not stated)	3.6
Cc1cccc(-c2noc(CN(C)C(=O)c3scc4c3OCCO4)n2)c1	-18.5
O=c1cc(CSc2nnc(C3CC3)o2)nc2sccn12	-0.3
Cc1ccc(C2(C(=O)N3CCCC(N(C)C)CC3)CC2)cc1 (configuration not stated)	-19.1
CCOc1ccc(S(=O)(=O)Nc2ccsc2C(=O)OC)cc1	3.9
O=C(NCC1CC1)c1csc(N2CCN(Cc3ccccc3)C2=O)n1	-6.6
O=C1CCCN1c1ccc(CC(=O)N2CCCC2c2ccc(O)cc2)cc1 (configuration not stated)	-7.8
CCCCn1c2ccccc2n2c(C(=O)OC)c(C)nc12	-3.3
Cc1nc(C(=O)N2CC=C(n3c(=O)[nH]c4ccccc43)CC2)cs1	-27.0
Oc1cccc(CN2C[C@@H]3C4CCC(CC4)[C@@H]3C2)c1	-5.4
Nc1cccc(-c2ccn[nH]2)c1	-25.4
CCc1cc(NCCCN2CCC(O)CC2)nc(-c2ccncc2)n1	4.2
O=C1Cc2cc(C(=O)CSc3nnc(-c4cccc(F)c4)o3)c(Cl)cc2N1	-0.4
O=C(Cn1ccccc1=O)NCC1(c2ccccc2)CCCCC1	-8.6
COC(=O)Cn1cnc2c(nnn2Cc2ccccc2F)c1=O	6.2
CN(C(=O)C1C2C3CCC(C3)C12)C1CCCCC1 (configuration not stated)	-5.5
CCSc1nnc(NC(=O)/C=C/c2ccc(Br)cc2)s1	-2.3

20 of the compounds above, with bars between the fields:
structure | mcGAS MS inh
c1ccc(Cc2noc(-c3ccc(NCCc4cscn4)nc3)n2)cc1 | -8.6
C1=CC[C@H]2CN(c3ncnc4nc[nH]c34)C[C@H]2C1 | -28.8
CS(=O)(=O)N1CCCC(C(=O)Nc2ccccc2N2CCc3sccc3C2)C1 (configuration not stated) | 2.4
COc1ccc(CN(C)C(=O)C2CCC(=O)N(CCN3CCOCC3)C2)c2cccnc12 (configuration not stated) | 3.6
Cc1cccc(-c2noc(CN(C)C(=O)c3scc4c3OCCO4)n2)c1 | -18.5
O=c1cc(CSc2nnc(C3CC3)o2)nc2sccn12 | -0.3
Cc1ccc(C2(C(=O)N3CCCC(N(C)C)CC3)CC2)cc1 (configuration not stated) | -19.1
CCOc1ccc(S(=O)(=O)Nc2ccsc2C(=O)OC)cc1 | 3.9
O=C(NCC1CC1)c1csc(N2CCN(Cc3ccccc3)C2=O)n1 | -6.6
O=C1CCCN1c1ccc(CC(=O)N2CCCC2c2ccc(O)cc2)cc1 (configuration not stated) | -7.8
CCCCn1c2ccccc2n2c(C(=O)OC)c(C)nc12 | -3.3
Cc1nc(C(=O)N2CC=C(n3c(=O)[nH]c4ccccc43)CC2)cs1 | -27.0
Oc1cccc(CN2C[C@@H]3C4CCC(CC4)[C@@H]3C2)c1 | -5.4
Nc1cccc(-c2ccn[nH]2)c1 | -25.4
CCc1cc(NCCCN2CCC(O)CC2)nc(-c2ccncc2)n1 | 4.2
O=C1Cc2cc(C(=O)CSc3nnc(-c4cccc(F)c4)o3)c(Cl)cc2N1 | -0.4
O=C(Cn1ccccc1=O)NCC1(c2ccccc2)CCCCC1 | -8.6
COC(=O)Cn1cnc2c(nnn2Cc2ccccc2F)c1=O | 6.2
CN(C(=O)C1C2C3CCC(C3)C12)C1CCCCC1 (configuration not stated) | -5.5
CCSc1nnc(NC(=O)/C=C/c2ccc(Br)cc2)s1 | -2.3
